ABHD5 PLIN5 PPI – ABHD5-PLIN5 interaction inhibitors, primary screen, cell lysate, split luciferase complementation, luminescence; Split G. princeps luciferase complementation, 4 h; inhibition, % at 4 µM; hit rate 0.78% among 360,000; AID 602281, 2012;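 active means inhibition above the mean inhibition across every tested compound plus 3 SD, cut at about 22% in these data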;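 further: 0% = DMSO only wells and the 100% control is not disclosed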
MC4R ag barr – MC4R agonists recruiting beta-arrestin, primary screen, cell-based, luminescence, agonist arm of biased-ligand search; Melanocortin receptor 4 (Homo sapiens), P32245; U2OS MC4R beta-arrestin complementation; percent of melanotan II response, DMSO zero; activation, % at 8.9 µM; hit rate 0.98% among 360,000; AID 540308, 2011;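 active means activation above a per-plate cutoff, the mean activation of sample wells on that plate plus 3 SD, cut at about 8% in these data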
NCOA1 inh – SRC1 coactivator transcriptional activity inhibitors, primary screen, cell-based, luminescence; hit rate 0.12% among 360,000; Nuclear receptor coactivator 1 (Homo sapiens), Q15788; inhibition, % at 3.6 µM; HEK293 GAL4-SRC1 luciferase reporter;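 active means inhibition above the campaign mean plus 3 SD, with each screening campaign given its own cutoff, cut at about 60% in these data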;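 further: 0% = DMSO treated cells and 100% = gossypol at 36 µM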
MC4R antagonist – MC4R antagonists of cAMP signaling, primary screen, cell-based, TR-FRET, antagonist arm of biased-ligand search. Melanocortin receptor 4 (Homo sapiens), P32245. inhibition, % at 6.5 µM. MC4R-expressing cells, MTII-stimulated cAMP, LANCE TR-FRET. hit rate 0.48% among 360,000;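 active means inhibition above its plate's cutoff, the mean of tested wells on that plate plus 3 SD, cut at about 29% in these data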;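 further: 0% = Melanotan II alone and 100% = Melanotan II plus saturating MCL0020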
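System – human MC4R-expressing U2OS cells · Also added – Melanotan II · Dosing – one concentration, 6.5 µM nominal · Timing – 30-min compound, 1-h challenge, 1-h detection, room temperature · Measured by – Eu-cAMP/anti-cAMP TR-FRET, emission 671 nm · Replicates – singlicate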
SRC3 inh – SRC3 coactivator transcriptional activity inhibitors, primary screen, cell-based, luminescence; hit rate 0.17% among 360,000; AID 588352, 2011; Nuclear receptor coactivator 3 (Homo sapiens), Q9Y6Q9; HEK293 GAL4-SRC3 luciferase reporter; inhibition, % at 3.6 µM;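 active means inhibition above a per-campaign cutoff, the mean of all compounds plus 3 SD, cut at about 60% in these data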;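 further: 0% = DMSO-treated cells and 100% = gossypol-treated cells at 36 µM; higher means less SRC3-driven luciferase light from the GAL4 reporter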
NR2F2 inh – NR2F2 transcriptional activity inhibitors, primary screen, cell-based, luciferase reporter, HEK293T, luminescence. inhibition, % at 8.6 µM. hit rate 0.7% among 370,000. HEK293T NGFI-A luciferase reporter;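 active means inhibition above a per-plate cutoff, mean inhibition of test wells between control levels plus 3 SD, cut at about 38% in these data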;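 further: cells cotransfected with COUP-TFII expression vector driving the NGFI-A reporter; 0% = median of COUP-TF2 test wells and 100% = reporter-only cells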
NR5A2 inv ag – LRH-1 (NR5A2) inverse agonists, primary screen, cell-based, luminescence, HEK293T, StAR-luciferase reporter | hit rate 0.13% among 360,000 | LRH-1 transfected, 24 h | Nuclear receptor subfamily 5 group A member 2 (Homo sapiens), O00482 | inhibition, % at 3.6 µM;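 active means inhibition above the mean inhibition of all tested compounds plus 3 SD, cut at about 73% in these data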;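 further: 0% = DMSO wells and 100% = reporter-only cells lacking LRH-1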
Target sequence (O00482 whole entry, looked up): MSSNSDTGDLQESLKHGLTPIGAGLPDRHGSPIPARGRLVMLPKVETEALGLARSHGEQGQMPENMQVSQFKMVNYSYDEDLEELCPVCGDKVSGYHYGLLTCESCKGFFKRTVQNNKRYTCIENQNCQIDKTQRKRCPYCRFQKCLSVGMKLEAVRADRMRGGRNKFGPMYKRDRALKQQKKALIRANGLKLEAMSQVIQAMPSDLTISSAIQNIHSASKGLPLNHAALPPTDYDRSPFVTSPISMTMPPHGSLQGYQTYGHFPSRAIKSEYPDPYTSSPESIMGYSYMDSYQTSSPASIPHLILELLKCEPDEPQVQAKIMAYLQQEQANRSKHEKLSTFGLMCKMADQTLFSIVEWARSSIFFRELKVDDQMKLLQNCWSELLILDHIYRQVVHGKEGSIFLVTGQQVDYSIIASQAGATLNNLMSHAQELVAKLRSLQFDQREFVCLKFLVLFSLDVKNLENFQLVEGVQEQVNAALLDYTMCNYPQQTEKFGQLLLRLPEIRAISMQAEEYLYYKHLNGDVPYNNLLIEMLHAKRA
TLR9-MyD88 inh – inhibitors of TLR9-MyD88 association in cells, primary screen, cell-based, CHO, BLA complementation, fluorescence | CCF4 FRET ratio | inhibition, % at 4.98 µM | hit rate 0.21% among 340,000 | AID 504734, 2011;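 active means inhibition above the mean over all tested compounds plus 3 SD, cut at about 21% in these data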;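 further: 0% = DMSO only wells and 100% = clavulanate BLA inhibitor control wells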
SRC2 inh – inhibition of GAL4-SRC2 driven luciferase reporter, primary screen, SRC2 inhibitor project, cell-based, luminescence; Nuclear receptor coactivator 2 (Homo sapiens), Q15596; HEK293 GAL4-SRC2 luciferase reporter; inhibition, % at 9 µM; hit rate 0.17% among 370,000; AID 651957, 2012;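 active means inhibition above the mean inhibition of all tested compounds plus 3 SD, set per campaign, cut at about 52% in these data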;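 further: 0% = DMSO treated cells and 100% = cells given Gossypol at 36 µM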
NOD2-RIPK2 inh – NOD2-RIPK2 binding disruptors in cells, primary screen, fluorescence, CHO cells, BLA complementation | Receptor-interacting serine/threonine-protein kinase 2 (Homo sapiens), O43353 | CCF4 ratio | hit rate 0.38% among 360,000 | inhibition, % at 4.98 µM | AID 624267, 2012; in the data active means inhibition above about 21%;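 further: 0% = vehicle only and 100% = reference blocker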
Target sequence (O43353 whole entry, looked up): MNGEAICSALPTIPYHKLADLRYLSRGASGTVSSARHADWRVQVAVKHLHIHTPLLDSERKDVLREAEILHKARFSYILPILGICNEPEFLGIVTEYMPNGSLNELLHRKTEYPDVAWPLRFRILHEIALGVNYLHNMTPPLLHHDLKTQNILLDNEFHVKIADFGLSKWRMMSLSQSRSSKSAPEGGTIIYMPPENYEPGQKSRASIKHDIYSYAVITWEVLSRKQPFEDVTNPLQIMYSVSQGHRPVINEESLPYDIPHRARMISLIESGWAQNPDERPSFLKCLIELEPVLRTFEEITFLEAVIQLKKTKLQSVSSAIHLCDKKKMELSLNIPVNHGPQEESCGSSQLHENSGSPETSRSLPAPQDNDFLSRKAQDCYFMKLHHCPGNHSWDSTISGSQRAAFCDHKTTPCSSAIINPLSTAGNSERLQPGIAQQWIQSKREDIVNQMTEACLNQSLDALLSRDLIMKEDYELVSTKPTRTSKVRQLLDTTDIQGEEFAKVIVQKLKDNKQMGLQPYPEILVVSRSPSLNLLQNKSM
LMP1 NFkB inh – EBV LMP1-driven NF-kappaB luciferase reporter inhibitors, primary screen, cell-based, luminescence, single point; LMP1-induced NF-kappaB luciferase reporter cells; inhibition, % at 12.5 µM; hit rate 0.69% among 350,000; AID 504558, 2011; in the data active means inhibition above about 41%;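 further: 0% = neutral control wells and 100% = reference inhibitor control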
Starred values were filed as active, the others as inactive; x = no result given. This is a subset, so the mix of outcomes need not match the whole.

SMILES | ABHD5 PLIN5 PPI | MC4R ag barr | NCOA1 inh | MC4R antagonist | SRC3 inh | NR2F2 inh | NR5A2 inv ag | TLR9-MyD88 inh | SRC2 inh | NOD2-RIPK2 inh | LMP1 NFkB inh
Cc1cc(C(=O)O)ccc1-n1c(C)cc(C=C2C(=O)c3ccccc3C2=O)c1C | -3 | -1.0 | -13 | -1 | 10 | 19 | -8 | 1 | 12 | 5 | 0
COC(=O)C1=C(C)NC(=O)CC1c1ccc(F)c(Br)c1 (stereo not given) | 6 | -2.8 | 23 | 10 | 1 | x | -13 | 0 | x | 2 | 1
Cc1ccnc(NC(=O)CNC(=O)c2ccc(C)s2)c1 | 9 | 2.1 | -45 | 1 | -45 | -42 | -24 | 4 | -77 | -3 | -4
O=C(c1ccccc1F)N(Cc1cccnc1)Cc1cc2cc3c(cc2[nH]c1=O)OCCO3 | -2 | -0.7 | 10 | -4 | 20 | 15 | 16 | -1 | 6 | -3 | 0
O=C(/C=C/c1cccs1)N1CCC2(CC1)Oc1ccc(Cl)cc1C(=O)C21CC(c2ccc(Cl)cc2)=NO1 (stereo not given) | -4 | -1.5 | 6 | 0 | -30 | 0 | 17 | 1 | -11 | -5 | -1
Cc1nn(Cc2ccc(C(=O)Nc3ccc(C(=O)OC(C)C)cc3)o2)c(C)c1Cl | 12 | 2.2 | 4 | 15 | -15 | 30 | 14 | 3 | 20 | 3 | 3
COc1ccc(Nc2nc(NN)nc(C)c2[N+](=O)[O-])cc1 | 2 | -2.4 | 14 | -2 | 20 | 1 | -6 | -2 | 8 | -5 | 9
O=C(NC(=S)NCc1ccccc1)c1ccc(Br)o1 | -2 | -2.6 | -22 | -4 | -13 | 9 | 21 | 6 | -11 | -13 | 0
CCC(COC)NCc1cn(-c2ccc(OC)cc2)nc1-c1cccc(F)c1 (stereo not given) | 8 | 0.6 | 0 | -1 | 17 | -6 | 3 | 1 | 13 | -9 | 4
COc1ccc2cc3cc(C(=O)NCCCN4CCOCC4)oc3nc2c1 | -6 | -1.7 | -15 | 3 | -21 | -4 | -13 | -1 | -23 | -1 | -10
CCCn1c(=O)c2c(nc3n2CCN3Cc2ccco2)n(C)c1=O | 1 | 1.6 | 15 | 2 | 19 | 11 | 4 | 1 | 23 | 13 | 2
O=C(CN1CCCC1)N1CCN(c2ccccc2)CC1 | -2 | -1.6 | 13 | 15 | 2 | 5 | 1 | -4 | 14 | 2 | -1
NC(=O)c1ncc(C(F)(F)F)cc1Oc1ccc(C(F)(F)F)cc1 | -1 | -1.5 | 10 | 4 | 0 | -12 | 21 | 10 | -7 | 0 | -12
Cc1ccc(NC(=O)C2=CC(c3ccc(C)cc3)=NS(=O)(=O)N2C)cc1 | -2 | 4.9 | -10 | 13 | 1 | 8 | -8 | -2 | -7 | 6 | 0
COC(=O)Cn1c(=NC(=O)c2cccc(OC)c2)sc2cc(OC)ccc21 | 1 | -1.3 | 1 | 6 | 1 | -9 | -16 | 6 | 11 | -16 | 9
Cn1c(=N)c(S(=O)(=O)c2ccc(F)cc2)cc2c(=O)n3ccccc3nc21 | -3 | -1.3 | -9 | -2 | 11 | -2 | 13 | -3 | -22 | 0 | 5
Cn1c(SCC(=O)N/N=C/c2ccncc2)nc2ccccc21 | 4 | -0.7 | -17 | 5 | 9 | -10 | 1 | 3 | -20 | 3 | 5
C/C(=C\c1ccccc1)C(=O)NCCN1CCOCC1 | -6 | -1.4 | -30 | 17 | 1 | 1 | -8 | 0 | -25 | -10 | 3
O=C1CC2(CCN(C(=O)c3cccc([N+](=O)[O-])c3)CC2)Oc2ccccc21 | 11 | -0.9 | -3 | 12 | 17 | -14 | -1 | -4 | -12 | -6 | -3
COc1ccc(C(=O)CCN2CCc3cc(OC)c(OC)cc3C2)cc1 | 5 | -3.0 | -17 | 25 | -15 | 8 | 0 | -3 | -11 | -8 | 3
CC(=O)NC(C)c1ccc(Cl)c(Cl)c1 (stereo not given) | -3 | -0.1 | -4 | 4 | 5 | 2 | 11 | -14 | -15 | -4 | 4
CC1(C(=O)NCc2ccco2)Cc2c(-c3ccc4c(c3)OCO4)ccnc2O1 (stereo not given) | 2 | 0.0 | -4 | -11 | -2 | -19 | 12 | x | 17 | 16 | x
CC(=O)Nc1ccc(NC(=O)COC(=O)[C@@H](NC(=O)c2ccc(F)cc2)C(C)C)cc1 | -3 | -2.3 | 4 | -1 | -2 | 4 | -8 | -1 | -2 | 7 | -4
O=C1COCCOCCOCC(=O)NCCN1 | 1 | -2.8 | 8 | -5 | 20 | 19 | 6 | 2 | 12 | 1 | -1
Cc1ccc(NC(=O)Nc2nnc([C@H]3C[C@H](O)[C@@H](CO)O3)s2)cc1 | 1 | 1.3 | -10 | 16 | -30 | 5 | -3 | x | -25 | 1 | x
COc1cc2c(cc1NC(=O)/C=C/c1cc(OC)c(OC)c(OC)c1)oc1ccccc12 | 18 | 3.2 | 26 | -1 | 10 | 10 | -3 | 10 | -32 | -16 | 13
COc1cccc(NC(=S)Nc2ccc(O)cc2)c1 | -9 | -1.0 | -19 | 23 | -18 | -3 | -14 | 13 | -20 | 1 | -1
O=C(NCc1ccccc1)c1ccc(C(=O)N(C2CCCCC2)C2CCCCC2)cc1 | -1 | -0.1 | 11 | -3 | 7 | 2 | -3 | 2 | -10 | -7 | 2
COCCCNC(=O)COc1cc2c(c3oc(=O)c(C)c(C)c13)CCC(C)(C)O2 | 5 | 0.2 | -12 | 9 | 5 | 12 | 10 | 4 | -12 | 0 | 3
CC(C)CCNC(=O)CCSCCC(=O)NCCC(C)C | -7 | -2.8 | 6 | 7 | 11 | 20 | -9 | -1 | 2 | -8 | 7
COc1ccc2c3c(c(=O)oc2c1OCC(=O)C(C)(C)C)CCCC3 | 0 | -2.4 | 11 | 0 | -27 | -7 | -11 | 1 | -2 | -6 | -8
C#CCOCCOCCOCCNc1nc(N2CCN(C(=O)[C@H](CO)n3cc([C@@H](N)C(C)C)nn3)CC2)nc(N2CCN(C(=O)[C@H](CO)n3cc([C@@H](N)C(C)C)nn3)CC2)n1 | 0 | 0.0 | 13 | 9 | 21 | 7 | 7 | -3 | 1 | -3 | -1
COc1ccc(NC(=O)C2(C)CCN2CCOc2ccccc2)cc1OC (stereo not given) | 0 | -1.2 | 2 | -3 | -23 | 5 | 4 | x | -2 | -2 | x
CSc1cccc(NC(=O)c2nnn(CC(=O)Nc3cc(C)cc(C)c3)c2N)c1 | -2 | 3.4 | -9 | -2 | 0 | 17 | 2 | 7 | 12 | -12 | -5
O=c1c2ccccc2n2c(-c3ccc(C(F)(F)F)cc3)nnc2n1Cc1ccccc1 | 5 | -1.0 | 10 | 15 | -15 | 1 | 0 | 4 | -2 | -1 | 9
COc1ccc(C2SCCN2S(=O)(=O)c2ccc(F)cc2)cc1OC (stereo not given) | -3 | -1.1 | -6 | 11 | -3 | -3 | -2 | 3 | 6 | -11 | -7
CCCCCCCCNC(C)C(O)c1ccc(SC(C)C)cc1 (stereo not given) | -23 | 5.7 | 2 | 3 | -5 | 15 | 5 | 12 | 23 | 9 | -94
CCN(CC)c1ccc2cc(C(C)=O)c(=O)oc2c1 | 1 | -0.4 | -24 | -10 | -3 | -14 | -12 | -5 | -24 | 9 | -9
COc1ccc(S(=O)(=O)N(C(=O)C(C)C)c2ccc3oc(=O)sc3c2)cc1 | 32* | 1.3 | -1 | 13 | 10 | -2 | 13 | -6 | -11 | -5 | -12
CCC1Oc2ccc(C)cc2N(CC(=O)NCCCN2CCCCC2C)C1=O (stereo not given) | 1 | -1.9 | -2 | 2 | 11 | -12 | 3 | -6 | 2 | -17 | 1
CCOC(=O)Nc1ccc2c(CN3CCN(S(=O)(=O)c4ccc(C(C)C)cc4)CC3)cc(=O)oc2c1 | -4 | -0.8 | 5 | 5 | 13 | 1 | 2 | 0 | -9 | -6 | 11
COc1ccc(NC(=O)Nc2cccc3c2O[C@@H](CN(C)S(=O)(=O)c2cn(C)cn2)[C@@H](C)CN([C@H](C)CO)C3=O)cc1 | -4 | -0.8 | -14 | 10 | -4 | 11 | 13 | 4 | 1 | -7 | 0
O=C(CSc1ccc(-c2cccc([N+](=O)[O-])c2)nn1)NCc1ccccc1 | -3 | -1.3 | -9 | 1 | -1 | 2 | -7 | -6 | -35 | 10 | 0
Cc1cc(NS(=O)(=O)c2ccc(NC(=O)/C=C/c3c(F)cccc3Cl)cc2)nc(C)n1 | -1 | -0.6 | -4 | 5 | -21 | -9 | -17 | -12 | 2 | -6 | 4
CN(c1ccc(OCC(=O)N2CCN(c3ccc(F)cc3)CC2)cc1)S(=O)(=O)c1cccs1 | 7 | -3.9 | -4 | -1 | -2 | 26 | 12 | -2 | 16 | 7 | 20
CCOC(=O)CSc1nnc(Cc2cc(=O)[nH]c(=O)[nH]2)n1-c1cccc(OC)c1 | -5 | 0.1 | -16 | 15 | -1 | -3 | 6 | 3 | -19 | -8 | -4
Cc1ccc(NC(=O)c2nc[nH]c2C(=O)N(C)Cc2ccccc2)cc1 | 2 | -1.7 | 0 | -4 | -11 | 0 | 15 | -3 | 2 | 0 | -6
Cc1ccc2nc(Cc3ccc(N)cc3)oc2c1 | -2 | 0.6 | -56 | 3 | -38 | -19 | -39 | -7 | -48 | -2 | -22
COCCCNC(=O)c1cc2cc(Br)ccc2oc1=O | -13 | -1.6 | -14 | 0 | 10 | 19 | -5 | -9 | -17 | 1 | 2
Cc1cc(OCC(=O)OCC(=O)N2c3ccccc3NC(=O)C2(C)C)ccc1Cl | -4 | -4.0 | -33 | -1 | -2 | 18 | 5 | 8 | -9 | 11 | -7

Compound activity from PubChem.
